Source: PubChem BioAssay (several laboratories)
FAS-TE inh = blocks the thioesterase domain of human fatty acid synthase; actives 0.67% (n = 360,000); AID 602261; inhibition, % at 15 µM; recombinant FAS-TE, OMFH fluorogenic substrate, fluorescence endpoint; P49327;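 active means compounds whose normalised, plate-corrected inhibition of enzyme fluorescence in the single-dose primary screen is 50% or more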;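 further: 0% = DMSO with enzyme and 100% = substrate without enzyme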
Target sequence (P49327 whole entry, looked up, the tested form may be a part): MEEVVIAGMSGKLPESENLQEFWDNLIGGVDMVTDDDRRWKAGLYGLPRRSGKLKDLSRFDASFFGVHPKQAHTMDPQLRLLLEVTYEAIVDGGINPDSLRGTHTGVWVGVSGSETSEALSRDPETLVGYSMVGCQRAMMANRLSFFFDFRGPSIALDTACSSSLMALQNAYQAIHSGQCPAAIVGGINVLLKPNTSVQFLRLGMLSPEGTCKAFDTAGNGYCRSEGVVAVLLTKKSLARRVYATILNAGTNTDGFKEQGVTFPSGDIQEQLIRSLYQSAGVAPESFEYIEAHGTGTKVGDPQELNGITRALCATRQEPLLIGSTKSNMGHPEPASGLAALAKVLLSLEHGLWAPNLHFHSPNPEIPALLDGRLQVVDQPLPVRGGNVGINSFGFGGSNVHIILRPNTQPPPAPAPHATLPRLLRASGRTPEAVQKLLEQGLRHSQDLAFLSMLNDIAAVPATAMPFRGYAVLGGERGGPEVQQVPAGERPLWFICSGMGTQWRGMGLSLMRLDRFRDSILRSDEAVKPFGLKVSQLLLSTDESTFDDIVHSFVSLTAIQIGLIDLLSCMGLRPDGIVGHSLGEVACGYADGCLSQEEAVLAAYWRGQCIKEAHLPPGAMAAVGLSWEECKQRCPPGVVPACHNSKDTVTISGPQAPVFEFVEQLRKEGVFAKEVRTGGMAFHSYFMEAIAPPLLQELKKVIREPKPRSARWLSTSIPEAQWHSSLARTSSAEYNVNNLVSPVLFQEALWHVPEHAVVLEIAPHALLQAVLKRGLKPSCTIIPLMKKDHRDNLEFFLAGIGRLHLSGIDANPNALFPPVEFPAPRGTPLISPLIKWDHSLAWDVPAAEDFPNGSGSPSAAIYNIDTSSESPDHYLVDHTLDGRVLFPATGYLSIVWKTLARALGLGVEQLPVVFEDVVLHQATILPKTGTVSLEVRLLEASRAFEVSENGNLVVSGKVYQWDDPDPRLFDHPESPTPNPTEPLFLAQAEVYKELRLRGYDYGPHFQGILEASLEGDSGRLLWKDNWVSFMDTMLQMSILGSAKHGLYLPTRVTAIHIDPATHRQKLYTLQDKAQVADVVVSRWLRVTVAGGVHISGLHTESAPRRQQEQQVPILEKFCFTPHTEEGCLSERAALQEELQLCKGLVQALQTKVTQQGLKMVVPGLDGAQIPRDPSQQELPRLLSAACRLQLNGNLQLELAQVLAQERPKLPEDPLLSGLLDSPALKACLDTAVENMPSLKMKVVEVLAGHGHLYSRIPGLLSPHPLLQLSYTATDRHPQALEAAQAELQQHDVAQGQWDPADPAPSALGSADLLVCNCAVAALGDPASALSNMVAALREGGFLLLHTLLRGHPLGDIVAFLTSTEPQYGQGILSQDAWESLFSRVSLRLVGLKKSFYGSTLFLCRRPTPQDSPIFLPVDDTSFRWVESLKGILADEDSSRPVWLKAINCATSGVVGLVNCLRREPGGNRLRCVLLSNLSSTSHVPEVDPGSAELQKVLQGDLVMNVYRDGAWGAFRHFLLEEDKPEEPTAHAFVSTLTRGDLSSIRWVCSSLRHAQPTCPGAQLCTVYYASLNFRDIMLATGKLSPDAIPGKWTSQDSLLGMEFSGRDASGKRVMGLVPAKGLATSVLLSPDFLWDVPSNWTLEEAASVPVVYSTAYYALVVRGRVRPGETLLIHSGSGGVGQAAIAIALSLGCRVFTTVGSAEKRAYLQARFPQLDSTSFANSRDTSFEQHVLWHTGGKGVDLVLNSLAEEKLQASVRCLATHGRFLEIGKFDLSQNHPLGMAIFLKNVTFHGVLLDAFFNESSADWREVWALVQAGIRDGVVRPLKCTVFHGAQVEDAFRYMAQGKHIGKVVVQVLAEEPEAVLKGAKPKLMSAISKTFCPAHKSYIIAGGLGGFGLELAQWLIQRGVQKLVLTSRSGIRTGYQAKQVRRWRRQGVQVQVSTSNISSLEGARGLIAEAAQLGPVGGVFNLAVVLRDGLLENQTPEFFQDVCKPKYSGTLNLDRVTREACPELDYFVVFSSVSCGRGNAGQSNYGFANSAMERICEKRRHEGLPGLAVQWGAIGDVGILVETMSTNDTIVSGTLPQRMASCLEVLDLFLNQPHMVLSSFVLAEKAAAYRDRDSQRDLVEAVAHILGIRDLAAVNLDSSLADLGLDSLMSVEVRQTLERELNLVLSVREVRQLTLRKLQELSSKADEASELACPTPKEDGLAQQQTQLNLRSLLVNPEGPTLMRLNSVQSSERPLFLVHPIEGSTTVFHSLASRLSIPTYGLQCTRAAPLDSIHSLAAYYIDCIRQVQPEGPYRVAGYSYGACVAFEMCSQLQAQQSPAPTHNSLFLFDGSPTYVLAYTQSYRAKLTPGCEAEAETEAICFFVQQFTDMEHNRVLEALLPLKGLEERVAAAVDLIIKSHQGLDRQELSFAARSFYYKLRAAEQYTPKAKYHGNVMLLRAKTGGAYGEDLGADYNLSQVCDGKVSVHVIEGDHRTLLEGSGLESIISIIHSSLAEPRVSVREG
MLLE-PAM2 inh = blocks PAM2 peptide binding to the PABP1 MLLE domain; P11940; GST-MLLE / FITC-PAM2 fluorescence polarization; inhibition, % at 20 µM; actives 0.36% (n = 360,000); in the data active means inhibition above about 35%, passing the limit was not always enough;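 further: plate controls were DMSO wells with GST-MLLE for no effect and wells lacking GST-MLLE protein for full effect; some results filed as inactive read as strong as hits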
E coli Lon inh = inhibits E. coli Lon protease; purified E. coli Lon protease, fluorescence polarization; actives 0.42% (n = 360,000); inhibition, % at 7.94 µM; P0A9M0; in the data active means inhibition above about 13%, passing the limit was not always enough;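 further: 0% = enzyme with probe and DMSO and 100% = no enzyme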
TbMetRS inhib = Trypanosoma brucei MetRS inhibition; purified T. brucei MetRS, ATP depletion, Kinase-Glo luminescence; inhibition, % at 11.9 µM; actives 0.4% (n = 360,000); AID 624268;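 active means inhibition above a per-plate cutoff of the control wells' mean inhibition plus 3 SD, cut at about 5.5% in these data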;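 further: 0% = DMSO wells median and 100% = median of wells with control inhibitor compound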
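Dosing: 11.9 µM compound single dose, 0.9% DMSO; Assay system: purified T. brucei MetRS enzyme; Measured by: Kinase-Glo luciferase luminescence reporting remaining unconsumed ATP; Schedule: 15 min plus 2 h at 25 °C.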
CendR NRP1 mod = modulators of CendR peptide binding to human neuropilin-1; O14786; actives 0.85% (n = 360,000); AID 602438; inhibition, % at 25 µM; FAM-RPARPAR peptide binding to NRP-1, fluorescence polarization;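 active means inhibition or corrected inhibition above about 18%, plus a signal ratio from 0.5 to 1.5, limit read from the data, passing the limit was not always enough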; further: strong numbers were not always called active
SKN-1 block = blocks SKN-1 activity in C. elegans; inhibition, % at 21.8 µM; C. elegans VP596 Pgst-4::GFP/RFP ratio, acrylamide-induced, 24 h; AID 624304; actives 0.49% (n = 360,000);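 active means interference check ratio from 0.5 to 1.5 plus GFP to RFP signal ratio inhibition reaching or exceeding a fixed threshold, cut at about 30% in these data, passing the limit was not always enough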; further: some compounds called inactive have numbers as strong as hits
MT1-MMP act inh = inhibitors of human MT1-MMP activation | GFP/RFP ratio change, % at 20 µM | AID 651647 | P50281 | actives 0.061% (n = 360,000) | HT1080 RFP-PRO-GFP cells, GFP/RFP ratio fluorescence, overnight; percent of plate control window, DMSO zero;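 active means GFP/RFP ratio change of at least 30% with cell ATP level not reduced by more than half and red fluorescence within 50% of control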; further: strong numbers were not always called active
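Material: RFP-PRO-GFP reporter HT1080 cells. Dosing: single-point 20 µM compound, 1% DMSO. Controls: DMSO and RFP-L50D-GFP cell wells. Timing: cells overnight before dosing, compound overnight, 37 °C, 5% CO2. Measure: GFP/RFP fluorescence ratio.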
MsrA act = activates bovine MsrA enzyme. actives 0.3% (n = 360,000). purified bovine MsrA, absorbance read-out. activation, % at 10.6 µM; in the data active means activation above about 7.5%;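 further: 0% = vehicle and 100% = reference activator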
MsrA inhibitor = inhibitors of bovine MsrA; purified bovine MsrA, absorbance read-out; inhibition, % at 15.5 µM; actives 0.75% (n = 360,000); in the data active means inhibition above about 4.5%;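 further: 0% = vehicle wells with enzyme and 100% = reference inhibitor wells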
Active calls of the source: *; / = not tested or not shown.

SMILES	FAS-TE inh	MLLE-PAM2 inh	E coli Lon inh	TbMetRS inhib	CendR NRP1 mod	SKN-1 block	MT1-MMP act inh	MsrA act	MsrA inhibitor
Cc1ccc(CNC(=O)c2ccc[nH]2)cc1	-8	0	-1	0.1	2	1	2	-2	0.1
Fc1ccccc1Cc1ccc(Cl)nn1	-2	-5	0	0.5	3	3	-5	-2	1.4
CC(C)(C)C(=O)OC/C(N)=N/OC(=O)c1ccc(Cl)c(Cl)c1	16	-4	1	-0.6	-1	2	1	0	-1.2
COc1ccc(NC(=O)NCCCCc2ccccc2)cc1OC	1	-8	2	-0.4	15	-2	1	-5	1.2
Cc1ccc2c(c1)c1c3n2CCN(CC#N)C3CCC1 (stereo unspecified)	3	-7	7	0.0	3	7	-4	-1	1.3
CCOC(=O)C1(CC2CCCCO2)CCN(C(=O)Nc2ccc(SC)cc2)CC1 (stereo unspecified)	-1	1	-6	-0.3	-13	-4	-3	-4	-0.2
COc1n[nH]c(C(=O)Nc2cc(F)ccc2C)c1[N+](=O)[O-]	-9	8	-10	0.1	1	6	5	2	0.5
O=C(NNC(=S)NC(=O)c1cccc([N+](=O)[O-])c1)c1ccc(O)cc1	0	29	11	-0.7	-6	7	6	2	1.3
COc1ccc(N(C)S(=O)(=O)c2cccc(C(=O)Nc3ccc(-n4cnnn4)cc3)c2)cc1	15	-10	10	-0.6	-3	15	2	1	2.5
O=C(Oc1c(CN2CCOCC2)cc(Cl)c2cccnc12)c1ccc(F)cc1	5	9	-2	0.2	-5	-10	-1	-3	-0.2
COc1ccc2[nH]c3c(=O)n(CCc4ccccc4)cnc3c2c1	-4	3	14	-0.1	13	4	-2	-3	-1.0
CCOc1ccc(CNC23CN4CN(CN(C4)C2)C3)cc1	-1	-4	-6	-0.6	-4	5	-4	-3	-1.1
O=[N+]([O-])c1cc(C(F)(F)F)ccc1-n1nnc2ccccc21	3	0	7	-0.9	-2	21	-2	-4	-1.6
CCOc1ncccc1C(=O)Nc1ccccc1N1CCOCC1	0	11	-13	0.4	-2	11	0	-2	1.0
CCN1C(=S)N[C@@H](c2ccccc2)C(C(=O)OC)=C1C	-7	-32	3	-0.3	-80	19	3	-3	1.1
CSc1ccc(/C=C/C(=O)N2CCCN(C)CC2)cc1	-6	26	5	-0.8	-10	2	1	-7	3.1
Cc1nc2ccc(Cl)cn2c1C(=O)NN	-2	-12	2	0.3	-4	1	4	-2	-0.3
COc1ccc(-c2cn3nc(SCC(=O)NC4CCCCC4)ccc3n2)cc1	-6	-4	-3	0.1	-5	-1	-1	-3	-0.3
O=c1cc(NS(=O)(=O)c2ccccc2)nc(SCc2ccc(Cl)cc2)[nH]1	30	23	-2	0.3	3	5	-5	-4	-0.6
CC(=O)Nc1ccc(C2Nc3ccccc3C(=O)N2C2CCCCC2)cc1 (stereo unspecified)	-2	-6	-8	-0.2	4	-18	2	-5	0.6
CCCC(=O)N1CC(=O)Nc2ccc(Br)cc2C1c1ccc(F)cc1 (stereo unspecified)	-1	-8	-1	0.2	20	5	0	0	-1.2
Cc1nc2sccn2c(=O)c1S(=O)(=O)Nc1ccc(N2CCN(S(C)(=O)=O)CC2)cc1	-2	-21	-8	0.0	-2	11	-4	-4	0.1
CCCCNC(=O)C1(C)CCN1C(=O)c1csnn1 (stereo unspecified)	-10	16	2	-0.2	6	10	0	-10	-1.1
COc1ccc(-c2csc(C(C)(O)c3cccc(F)c3)n2)cn1 (stereo unspecified)	4	-7	-1	-0.2	-1	2	8	0	-0.5
CC1(C(=O)NS(=O)(=O)c2cccc(F)c2)CCN1C(=O)Cc1cc(F)ccc1F (stereo unspecified)	-11	5	-8	-0.2	-4	8	-1	-4	-0.4
Cc1ccc(Nc2nc3ccccc3[nH]2)nc1	-9	-16	-6	8.1*	7	4	19	-2	-0.3
CCc1ccc(N2CC(C(=O)OCC(=O)Nc3ccc([N+](=O)[O-])cc3)CC2=O)cc1 (stereo unspecified)	8	-12	5	0.0	-9	11	-1	-1	1.5
Cc1cc(Cl)c(S(=O)(=O)N(C)C)cc1OCC(N)=O	-4	-3	1	-0.3	10	-10	-6	-3	-0.2
O=C(CSc1n[nH]c(-c2ccc(Br)cc2)n1)N1CCOCC1	-11	-25	-8	1.8	3	4	-7	-14	0.0
Cc1ccc(C(=O)Nc2ccccc2C(=O)O)cc1S(=O)(=O)Nc1ccc(Br)cc1	34	1	-4	1.8	-27	2	2	-4	0.1
NS(=O)(=O)c1ccc(N=Nc2c(O)ccc3ccccc23)cc1	4	-6	3	0.5	-6	4	1	-1	0.8
O=C(O)c1ccc(CNCc2cccc(Cl)c2Cl)cc1	-1	0	1	-1.6	3	17	1	0	-0.9
O=C(CNC(=O)c1cccc(F)c1)OCCOc1cccc(Cl)c1	3	-13	-2	0.0	-2	12	-2	-7	2.2
COc1cc(/C=C2\NC(=O)NC2=O)cc(Br)c1OC	3	-8	0	0.0	4	6	0	-1	4.4
Cc1cc(NC(=O)CSc2nnc(NCc3ccccc3)s2)no1	-2	-38	7	-0.5	-13	-11	1	-4	1.1
C/C=C(/C(=C/C)c1ccc(O)cc1)c1ccc(O)cc1	-130	-8	8	-0.7	3	19	-4	1	-0.2
O=C(N/N=C/c1ccco1)c1cc([N+](=O)[O-])cc([N+](=O)[O-])c1	4	-4	8	0.4	-6	10	5	-2	-0.4
Cc1ccc(CN2C(=O)CCC2C(=O)N2CCN(c3ccccc3)CC2)cc1 (stereo unspecified)	-4	-2	-18	0.2	4	-1	-3	-2	1.2
CCOc1ccc(CCN2C(=O)CCC2(C)C(=O)NC(C)CC)cc1OCC (stereo unspecified)	-4	12	5	0.0	2	-5	-6	0	0.8
Cc1cccc(NC(=O)/C(C#N)=C/c2ccc(Sc3ccccc3)o2)c1C	-1	21	-6	-0.5	-4	-2	-3	-2	-1.0
Cc1coc2cc3oc(=O)c(CCC(=O)NCC(=O)O)c(C)c3cc12	-5	6	-4	-0.3	-12	-1	3	-10	0.8
COc1ccc(S(=O)(=O)Nc2ccccn2)c(C)c1C	-7	-15	0	0.2	-5	-3	-5	-4	-0.4
CCOC(=O)c1cc(=O)c2c([N+](=O)[O-])ccc(OC)c2o1	9	13	-10	0.3	5	9	0	-3	0.4
CCOC(=O)CCCSc1nnc(CCCCCN2C(=O)c3cccc4cccc(c34)C2=O)o1	29	-86	-2	-0.8	11	5	3	-2	2.1
COc1ccc(C(=O)/C(=C/N(C)C)S(=O)(=O)c2ccccc2)cc1	-7	-18	0	0.2	2	2	0	-2	0.7
Cc1ccc(-c2cn(-c3ccccc3F)c(=S)[nH]2)cc1	-2	19	-9	-1.1	2	12	-2	0	0.7
CC(C)Oc1ccc(CSc2ncn[nH]2)cc1	-20	1	3	-0.6	4	3	1	-14	-0.2
Cc1ccccc1NC(=O)COC(=O)CCSc1ccccc1	-4	21	-4	-1.1	5	4	-4	-7	1.0
COC(=O)CNc1cc(S(=O)(=O)N2CCCCC2)ccc1Oc1cccc(C)c1	24	-9	8	-1.0	0	1	1	-7	1.0
COc1ccccc1-c1noc(CCCC(=O)N2CCOCC2)n1	-7	10	-9	-0.2	16	-11	0	-2	0.3
(next part)
SMILES	FAS-TE inh	MLLE-PAM2 inh	E coli Lon inh	TbMetRS inhib	CendR NRP1 mod	SKN-1 block	MT1-MMP act inh	MsrA act	MsrA inhibitor
CC(C)CN(C(=O)CSc1nnnn1C)C1CCS(=O)(=O)C1 (stereo unspecified)	-5	-6	2	-1.1	0	-2	-2	-8	-0.5
O=C(NCCC(=O)N1CCN(S(=O)(=O)c2ccccc2F)CC1)Nc1ccccc1	-8	-2	-1	-0.2	1	-4	0	-5	-0.2
COCC(C)n1c(SCc2ccc(OC)c(F)c2)nc2ccccc2c1=O (stereo unspecified)	25	1	3	-0.1	10	5	-4	-2	0.1
NCCC(=O)N1c2ccccc2Sc2ccc(Cl)cc21	-6	4	7	-0.1	5	5	0	-1	-0.3
Clc1nccnc1N/N=C/c1ccc(Br)cc1	3	-14	-2	-1.5	-4	29	-2	-4	3.8
Cc1nc2cc(NC(=O)N3CCCC3)ccc2n1C	-5	-1	2	-0.1	-1	1	3	-2	1.6
Nc1c(N(CCO)C(=O)c2ccccc2OCc2ccccc2Cl)c(=O)[nH]c(=O)n1Cc1ccccc1	-5	-10	-12	-0.2	9	4	-5	-3	-0.2
CN(C)N1C(N)=C(C#N)C(c2ccc(Cl)cc2)C2=C1CCCC2=O (stereo unspecified)	0	2	-6	0.9	-1	11	2	1	2.1
Nc1nc2ccccc2cc1C(=O)NCc1ccc(-c2ccccc2)cc1	/	/	/	-0.7	-15	-7	13	/	-0.9
O=Cc1c[nH]c2ccc(NC(=O)OCc3ccccc3)cc12	-11	-3	-3	-0.6	1	-6	13	-10	0.8

Part of the list above, as labelled records:
NCCC(=O)N1c2ccccc2Sc2ccc(Cl)cc21
  FAS-TE inh = -6	MLLE-PAM2 inh = 4	E coli Lon inh = 7	TbMetRS inhib = -0.1	CendR NRP1 mod = 5	SKN-1 block = 5	MT1-MMP act inh = 0	MsrA act = -1	MsrA inhibitor = -0.3

Clc1nccnc1N/N=C/c1ccc(Br)cc1
  FAS-TE inh = 3	MLLE-PAM2 inh = -14	E coli Lon inh = -2	TbMetRS inhib = -1.5	CendR NRP1 mod = -4	SKN-1 block = 29	MT1-MMP act inh = -2	MsrA act = -4	MsrA inhibitor = 3.8

More structures follow:
SMILES	FAS-TE inh	MLLE-PAM2 inh	E coli Lon inh	TbMetRS inhib	CendR NRP1 mod	SKN-1 block	MT1-MMP act inh	MsrA act	MsrA inhibitor
Brc1ccc(-c2nc3c4ccccc4ccn3c2Cc2ccccc2)cc1	18	-16	2	-0.6	-37	-9	-9	0	-0.4
Cc1c(NS(=O)(=O)c2cccs2)c(=O)n(-c2ccccc2)n1C	-4	-5	4	-0.7	-8	-18	4	2	0.6
CC1CC(C)CN(C(=O)c2ccc3c(c2)OCCO3)C1 (stereo unspecified)	-1	3	10	-0.3	0	-29	-5	0	0.6
CN(C(=O)COC(=O)C1CSC2(C)CCC(=O)N12)c1ccccc1 (stereo unspecified)	-6	-10	-4	-0.5	2	-4	-1	-2	-0.2
CCn1nnnc1-c1ccc(OC)c(S(=O)(=O)N2CCCCC2)c1	-5	-7	7	-0.7	-2	17	-2	1	-0.4
O=C(NC(CCl)c1ccccc1)c1ccc(Cl)cc1 (stereo unspecified)	-2	-4	-7	-1.5	-4	-5	0	-4	-1.1
Cc1cc(/C=N/n2cnnc2)c(C)n1-c1ccc(C(=O)O)cc1	-3	4	3	0.0	-4	14	1	-2	-0.4
O=C1N/C(=C/c2ccco2)C(=O)N1Cc1ccccc1F	-3	7	-20	-1.6	2	-10	0	-12	2.8
Cn1ncc2c(=O)n(CC(=O)NC34CC5CC(CC(C5)C3)C4)cnc21	-9	-15	-4	-0.2	8	10	4	9.0*	-0.3
O=C(COC(=O)c1cccs1)Nc1cc(S(=O)(=O)N2CCOCC2)ccc1Cl	4	-17	-2	-0.2	2	0	-1	-2	0.8
O=C(Nc1ccccc1F)c1ccc2sc([C@H]3C[C@H](O)[C@@H](CO)O3)nc2c1	-7	4	2	0.6	-10	11	3	1	-0.1
Cc1cccc(N(CC(=O)Nc2c(C)n(C)n(-c3ccccc3)c2=O)S(C)(=O)=O)c1C	-8	2	-2	-0.7	-5	3	-1	-14	-0.1
CC(=O)c1ccc(N=C2SCCCN2C(=O)C2CCCCC2)cc1	-1	-14	3	-0.8	-18	0	-1	-5	1.2

Rows are unselected; 4% or so of the library scored in one or more.
